Bioassay records as filed in PubChem.
sdo1 growth – restores growth of sdo1-depleted yeast | S. cerevisiae sdo1-depleted JHY4D growth rescue, OD600 30 h; hits give high values; pdr5 snq2 efflux-pump mutant strain | z-score at 10 µM | 0.21% of 140,000 active;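 active = z-score above 3 at both the 24 hr and the 30 hr optical density reads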;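 also: z-score against mean and SD of all compound wells on the same plate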
INS promoter inh – TRM-6 insulin promoter activity inhibition. TRM-6 cells (human fetal islet line), insulin promoter-eGFP reporter, imaging; reporter expression induced with tamoxifen. inhibition, % at 2 µM. 0.9% of 130,000 active. AID 1273;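 active = inhibition above the mean plus 3 SD, with well images judged a real hit on visual review, cut at about 60% in these data, passing the limit was not always enough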
sdo1 growth Rescue 24 h – also measured in sdo1 growth; calls as there; z-score; S. cerevisiae sdo1-depleted JHY4D growth rescue, OD600; measured here: growth rescue at 24 h;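 0 is the plate mean of compound wells and units are plate SD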
* marks the source's active call; other numbers are inactive results; . = not tested or not shown. These rows are one share of the data. The share of hits here may be higher or lower than overall.

Each structure is followed by: sdo1 growth	INS promoter inh	sdo1 growth Rescue 24 h
> Cc1c(C(=O)c2ccc(Cl)cc2[N+](=O)[O-])c2ccccn2c1CCC#N
→ 0.69	-64.3	1.92
> COCCCn1c(=S)[nH]c2c(sc3ccccc32)c1=O
→ .	35.7	.
> CC(NC(=O)Cc1ccccc1)c1nc2ccccc2[nH]1 (stereo not given)
→ 0.88	.	0.55
> COc1ccc(S(=O)(=O)N(CCc2ccccc2)CC(=O)N2CCOCC2)cc1
→ 0.13	.	-0.03
> CCOC(=O)C1CCCN(c2ncnc3c2cnn3-c2ccc(Cl)cc2)C1 (stereo not given)
→ 0.1	30.0	-0.1
> CN(C)c1ccc(-c2noc(C3CCN(S(=O)(=O)c4cccc(C(=O)O)c4)CC3)n2)cc1
→ 0.88	2.9	0.65
> CCN(CC(=O)Nc1cc(Cl)ccc1C)C(=O)COc1ccccc1F
→ .	-42.9	.
> O=C(OCc1ccc([N+](=O)[O-])cc1)C1CCN(S(=O)(=O)c2ccccc2)CC1
→ -0.36	-13.2	-0.53
> CCc1nc(C)cn1S(=O)(=O)c1cc(Br)ccc1OC
→ -1.21	.	-1.62
> COC(=O)c1cc(Oc2ccc(C(=O)OC)cc2N)cc(C(=O)OC)c1
→ 0.21	2.8	-0.33
> O=C1NC(=O)C(=C2CCCCCC2)S1
→ -0.35	25.8	-0.84
> COc1cccc(N2C(=O)C3CCCN3C2c2ccc(F)cc2)c1 (stereo not given)
→ 0.74	.	1.39
> Cc1ccc2nc(C(=O)N3CCc4c([nH]c5ccccc45)C3c3ccccn3)cn2c1 (stereo not given)
→ .	-7.1	.
> COc1ccc(COC(=O)NNC(=O)c2ccccc2Cl)cc1
→ -0.71	-11.4	-0.84
> CCOC(=O)CNC(=O)CSc1nnnn1-c1cc(C)ccc1C
→ -0.55	32.1	-0.72
> COc1ccc(/C=C/C(=O)Nc2cc(C(F)(F)F)ccc2Cl)cc1OC
→ 0.45	.	1.4
> CSc1nc(N2CCOCC2)cc(N2CCOCC2)n1
→ .	-63.6	.
> CC(C)Cc1nc2sc3c(=O)[nH]cnc3c2c2c1CCC2
→ 0.38	.	0.51
> COc1ccc(CNC(=O)C2CC=CCC2C(=O)O)cc1OC (stereo not given)
→ -0.02	30.8	-0.48
> CCOC(=O)c1c(C)c(C(=O)N2CCN(c3ccc(F)cc3)CC2)c(C)n1C
→ .	15.0	.
> COc1ccc(C)cc1C(=O)CCC(=O)NC1CCCCC1
→ .	55.6	.
> Cc1nc(CNS(=O)(=O)c2ccc3c(c2)CCCC3)cs1
→ -0.75	0.0	-0.78
> COC(=O)c1ccc(C(=O)Nc2ccc3nc(-c4cccnc4)[nH]c3c2)cc1
→ -0.13	-7.9	1.41
> Cc1cccc(-c2nc(CSCC(=O)NCc3cccs3)c(C)o2)c1
→ -1.54	-3.6	-0.82
> Nc1nnc(COc2ccc(Br)cc2Br)s1
→ -1.66	21.4	-0.85
> Clc1ccc(CNCCC2=CCCCC2)cc1
→ -0.64	0.0	-0.89
> CCC(=O)N1CCN=C1SCc1ccccc1Cl
→ 0.12	.	-0.49
> Cc1ccc(NS(=O)(=O)c2ccc(C)c(NC(=O)COc3ccccc3)c2)c(C)c1
→ -0.66	10.7	-0.47
> COC(=O)c1ccc(Oc2c(C)oc3cc(OCc4cnn(-c5ccccc5)c4)ccc3c2=O)cc1
→ -1.23	.	-0.06
> CCC(=O)NCCc1nc2ccccc2n1CC(=O)c1ccccc1
→ -0.62	28.6	-1.96
> CC(C)[C@H](NC(=O)NCCc1ccc(F)cc1)C(=O)O
→ -0.15	.	-0.33
> CC1Cc2ccccc2N1C(=O)c1nn(C)cc1Br (stereo not given)
→ -0.12	-81.8	-0.58
> O=C(Nc1ccc(Cl)cc1)Nc1nnc(SCc2ccccc2)s1
→ -0.21	.	0.51
> O=C(CN1C(=O)CS/C1=C\c1nc(-c2ccc(Cl)cc2)cs1)Nc1cccnc1Cl
→ .	-10.0	.
> COC(=O)c1ccccc1NC(=O)c1ccc2nccnc2c1
→ .	66.7	.
> O=C(N1CCN(CCO)CC1)N1c2ccccc2C=Cc2ccccc21
→ 0.49	.	0.52
> COc1ccc2c(-c3ccccc3)cc3nnnn3c2c1
→ -0.87	-74.2	0.09
> Cc1nn(C)cc1/C=C1\CCC/C(=C\c2cn(C)nc2C)C1=O
→ 0.19	51.4	0.6
> CCS(=O)(=O)N1CCC(C(=O)N2CCN(Cc3ccccc3)CC2)CC1
→ .	-28.6	.
> Oc1c(C=Nc2cccc3nsnc23)ccc2ccccc12
→ 0.33	50.0	-0.51
> O=C(N/C=N/OCc1ccc(Cl)cc1Cl)NOCc1c(Cl)cccc1Cl
→ 0.31	-42.9	1.13
> CCOC(=O)CSC1=C(C#N)C(c2ccccc2OCC)C(C#N)C(=O)N1 (stereo not given)
→ -0.01	.	0.02
> Cc1ccc(C2C(C(=O)O)c3ccccc3C(=O)N2C)c(C)c1 (stereo not given)
→ 0.22	-28.6	-0.36
> CCSc1nc(=O)n(-c2ccccc2)c(C)c1C(C)=S
→ 0.61	43.8	0.46
> CSc1nnc(Cn2c(=O)sc3ccccc32)n1-c1ccccc1
→ 0	.	-0.15
> CN(CC(=O)Nc1ccc(F)cc1)c1ccc(S(=O)(=O)N2CCCC2)cn1
→ .	-61.1	.
> CCN(C(=S)Nc1ccc(C(C)=O)cc1)C1CCCCC1
→ .	-18.2	.
> CCOC(=O)CC(NC(=O)c1ccc(C)cc1)c1ccc(C)cc1 (stereo not given)
→ -0.97	-12.8	-1.29
> Cc1cc(-c2n[nH]c(=S)n2Cc2ccco2)n(C)n1
→ 0.67	33.3	0.9
> COc1cc2c(cc1OC)-c1cc(N3CCCc4ccccc43)nc(=O)n1CC2
→ -0.01	.	-0.93

Next part
Each structure is followed by: sdo1 growth	INS promoter inh	sdo1 growth Rescue 24 h
> Cc1ccc(S(=O)(=O)NC(=O)Nc2ccccc2F)cc1
→ 0.67	-20.0	0.37
> CC(C)c1nc2n[nH]c(N)c2c2c1CSC(C)(C)C2
→ -0.64	0.0	-1.07
> COc1ccc(S(=O)(=O)N(C)CC(=O)NCCC2=CCCCC2)cc1C
→ -1.06	-193.3	-1.47
> CC(=O)Nc1ccc(S(=O)(=O)N(C)CC(=O)Nc2ccccc2N2CCOCC2)cc1
→ 0.36	.	-0.52
> CCCCN(CC(=O)Nc1c(C)cccc1CC)C(=O)SCC
→ 0.41	-55.2	-0.38
> O=c1[nH][nH]c(-c2ccccc2O)c1C(C[N+](=O)[O-])c1cccc(Cl)c1 (stereo not given)
→ 0.7	35.7	0.86
> CN(C)c1ccc(NC(=S)c2ccccn2)cc1
→ -0.25	41.7	-0.71
> CCn1c(SCC(=O)NNC(=O)c2ccccc2)nnc1-c1ccco1
→ .	23.1	.
> Cc1ccc(C(=C2C3C=CC2C2C(=O)NC(=O)C32)c2ccc(C)cc2)cc1 (stereo not given)
→ -0.89	64.3	-1
> O=C(c1cnccn1)N(c1ccccc1)C1(C(=O)NC2CCCCC2)CCCCC1
→ -0.84	21.4	-1.32
> O=C(NCCc1ccccc1)C1CCN(S(=O)(=O)c2cccc3nonc23)CC1
→ 0.09	31.0	-0.01
> Cc1ccc(/C=c2\sc3n(c2=O)CN(c2cccc(Br)c2)CN=3)o1
→ -1.3	-23.3	-0.69
> COc1cc2nc(SCC(=O)NC3CC3)n(CCC3=CCCCC3)c(=O)c2cc1OC
→ .	55.6	.
> CCc1cc(=O)oc2cc(C)c(CN3CCCC(C)C3)c(O)c12 (stereo not given)
→ -0.49	-4.2	-0.28
> Brc1ccc(-c2nnc3sc(CNCc4ccc5c(c4)OCO5)cn23)cc1
→ -2.53	.	-1.26
> Cc1cc2n(n1)C(c1cn(-c3ccccc3)nc1C)Nc1c(C)cccc1-2 (stereo not given)
→ -1.68	68.8	-1.23
> COc1ccc(C)cc1NC(=O)c1ccc(NC(=O)CC2SC(N3CCCC3)=NC2=O)cc1 (stereo not given)
→ 0.24	.	2.38
> c1ccc(-c2cn(-c3ccccc3)c3[n+]2CCS3)cc1
→ .	0.0	.
> O=C(O)CSc1c2c(nc3cc(C(=O)N4CCOCC4)ccc13)CCCC2
→ 1.42	-18.8	1.14
> CCOC(=O)c1sc(N(Cc2ccccc2)C(=O)CN2C(=O)CN(C)C2=O)nc1C
→ -1.11	-106.7	-0.23
> COc1ccc(NC(=O)COC(=O)c2cccc(S(=O)(=O)N(C)C)c2)cc1
→ .	-35.3	.
> Cc1ccc(NC(=O)C(C)C(=O)Nc2ccc(C)cc2)cc1
→ .	33.3	.
> CC(C)Cn1c(Br)nc2c1c(=O)n(CCC#N)c(=O)n2C
→ 0.43	.	0.52
> COc1cc(N=Cc2c(O)[nH]c3ccccc23)cc(OC)c1OC
→ 0.7	.	0.39
> O=C(CN(Cc1ccccc1)S(=O)(=O)c1ccccc1)NC1CC1
→ 1.4	-30.2	1.36
> CCCc1cc(Nc2cccc(OC)c2)n2ncnc2n1
→ -0.61	8.1	-0.78
> O=C(OCn1ncc(Cl)c(Cl)c1=O)c1ccc(C(F)(F)F)cc1
→ -1.42	-35.7	-0.88
> Cn1cccc1/C=N/NC(=O)c1ccco1
→ .	-16.3	.
> COc1cc(C)c(Cl)cc1S(=O)(=O)N(C)C
→ 0.43	31.8	1.06
> CCC(CC)C(=O)NCc1ccc(OC)cc1
→ .	-70.6	.
> CCCCN1C2=C(C(=O)CCC2)C(c2ccc(Cl)c(Cl)c2)C2=C1c1ccccc1C2=O (stereo not given)
→ -0.26	16.7	0.57
> CC1CN(S(=O)(=O)c2cccc(C(=O)OCC(=O)Nc3ccc4c(c3)OCO4)c2)CC(C)O1 (stereo not given)
→ -0.31	.	-0.23
> COc1ccc(-c2cn3cccnc3n2)cc1F
→ -0.03	57.1	-0.43
> COc1ccc(C2(CN(C(C)=O)C(C)=O)CCCC2)cc1OC
→ -0.08	0.0	-0.09
> COc1ccc(CCNC(=O)CSCc2ccc([N+](=O)[O-])cc2)cc1OC
→ 0.94	-8.3	0.65
> C=CCn1c(Cc2cccs2)nnc1SCC(=O)c1cccc(Br)c1
→ -1.5	-25.0	-1.17
> CC(C)CC(=O)N1CCN(C(=O)CCC2CCCC2)CC1
→ -0.63	.	-0.63
> CCC(C)C(NC(=O)OC(C)(C)C)C(=O)NC(Cc1ccccc1)C(=O)OC (stereo not given)
→ 0.1	.	-0.18
> CC(C)NC(=O)c1onc(CSc2cccc3ccccc23)c1C(=O)O
→ 0.75	0.0	1.52
> CCC(/C=N/NC(=O)C(=O)N/N=C/C(CC)CC)CC
→ 0.01	0.0	0.2
> Cc1ccccc1C(=O)N1CCN(c2ccc(NC(=O)c3ccc4c(c3)OCO4)cc2)CC1
→ .	-20.0	.
> COCCSc1ccccc1C(=O)Nc1ccccc1C(C)C
→ .	0.0	.
> COC(=O)c1ccc(C(=O)OC)c(NC(=S)N2CCN(c3ccc(F)cc3)CC2)c1
→ -0.54	-403.4	-0.5
> COc1ccc(C(=O)/C=C2/Sc3cc4c(cc3N2C)OCO4)cc1
→ -0.83	.	-0.06
> CCOC(=O)Cn1nnc(-c2cc(OC)c(OC)c(OC)c2)n1
→ .	-26.7	.
> CN(Cc1nc2ccccc2n1C)S(=O)(=O)c1ccc(F)cc1
→ 0.19	93.3*	-0.32
> COc1ccc(Nc2nc(C)cc(=O)[nH]2)c(OC)c1
→ 0.35	0.0	0.26
> CCNc1ccc(C(=O)OCC)cc1NC(=O)c1cccc(S(=O)(=O)N2CCOCC2)c1
→ 0.57	.	-0.38
> O=C1CN(c2nc3ccccc3n3cnnc23)CC(=O)N1CCc1ccccc1
→ -1.23	.	-1.24
> CCOC(=O)N1CCN(S(=O)(=O)c2ccc(OC)c(Cl)c2)CC1
→ 0.01	-38.5	-0.07

Ordered by formula weight (low to high): 5 of the compounds above
Each structure is followed by: sdo1 growth	INS promoter inh	sdo1 growth Rescue 24 h
> COc1ccc(Nc2nc(C)cc(=O)[nH]2)c(OC)c1
→ 0.35	0.0	0.26
> COCCSc1ccccc1C(=O)Nc1ccccc1C(C)C
→ .	0.0	.
> COC(=O)c1ccc(C(=O)OC)c(NC(=S)N2CCN(c3ccc(F)cc3)CC2)c1
→ -0.54	-403.4	-0.5
> Cc1ccccc1C(=O)N1CCN(c2ccc(NC(=O)c3ccc4c(c3)OCO4)cc2)CC1
→ .	-20.0	.
> CCNc1ccc(C(=O)OCC)cc1NC(=O)c1cccc(S(=O)(=O)N2CCOCC2)c1
→ 0.57	.	-0.38

The results go on.
Each structure is followed by: sdo1 growth	INS promoter inh	sdo1 growth Rescue 24 h
> O=C(CSc1ccccn1)N/N=C/c1ccccc1[N+](=O)[O-]
→ 1.01	.	0.78
> Cc1ccc(-n2c(=O)c3c(C)c(C)sc3n(Cc3cc(=O)n4ccccc4n3)c2=O)cc1C
→ -1.35	40.0	-0.95
> COc1ccc(NC(=O)CS(=O)(=O)c2cn(CC(=O)N3CCOCC3)c3ccccc23)cc1
→ .	-11.1	.
> COc1ccccc1N(C(C)=O)C1SC(=O)N(c2ccccc2)C1=O (stereo not given)
→ -0.07	-75.0	-0.73
> COc1cccc(NC(=O)c2ccc3c(c2)N(CC(=O)N2CCCCC2)C(=O)C(C)(C)O3)c1
→ -0.18	.	-0.6
> COc1ccc(CN2CCOCC2)cc1OC
→ 0.31	-7.1	0.2
